PMI activator = phosphomannose isomerase (human) activation. P34949. purified human PMI, coupled resazurin fluorescence, 20 min; active compounds read high; 1 = vehicle control, 0 substrate-free wells. activation factor at 20 µM. actives 0.005% (n = 190,000). AID 1214;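 active means activation factor of 2 or more at 20 µM, relative to plate controls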
RAM network inh = inhibitors of the yeast RAM network | AID 868 | actives 1.8% (n = 190,000) | S. cerevisiae dse1pr::URA3 reporter, 5-FOA growth OD615, 2 d; analog-sensitive cbk1-as2 kinase mutant strain | inhibition, % at 50 µM;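 active means inhibition above a set limit, 3 SD over mean compound inhibition, cut at about 8.4% in these data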;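 further: 0% = DMSO-only wells with no growth and 100% = 10 µM 1-NA-PP1 full growth; inhibition rescues growth on 5-FOA so higher OD means more RAM inhibition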
Diaphorase act = diaphorase activation or chemical reduction counter-screen; Diaphorase/resazurin coupled assay, resorufin fluorescence, 16 min; active compounds read high; 1 = vehicle wells, 0 = NADH-free wells; AID 1229; actives 0.005% (n = 190,000); activation factor at 20 µM;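 active means diaphorase activity raised at least twofold by the compound at 20 µM; inactive means activation factor below 2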
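Test system: Clostridium kluyveri diaphorase, purified enzyme. Buffer or medium: 50 mM HEPES pH 7.4 buffer plus MgCl2 and Tween 20. Also added: 0.114 mM NADH and 0.1 mM resazurin, final amounts. Dosing: compound 20 µM once, DMSO 1%. Schedule: 16 min enzyme reaction, ambient temperature. Detection: fluorescence of resorufin, 544 nm excitation, 590 nm emission.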
TLR4-MyD88 BLA = inhibitors of human TLR4-MyD88 binding; O00206+Q99836; HeLa CL3-4 TLR4/MyD88 BLA complementation, FRET ratio; inhibition, % at 8.4 µM; actives 0.18% (n = 200,000); in the data active means inhibition above about 25%;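 further: 0% = vehicle and 100% = reference inhibitor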
Target sequence (O00206 whole entry, looked up): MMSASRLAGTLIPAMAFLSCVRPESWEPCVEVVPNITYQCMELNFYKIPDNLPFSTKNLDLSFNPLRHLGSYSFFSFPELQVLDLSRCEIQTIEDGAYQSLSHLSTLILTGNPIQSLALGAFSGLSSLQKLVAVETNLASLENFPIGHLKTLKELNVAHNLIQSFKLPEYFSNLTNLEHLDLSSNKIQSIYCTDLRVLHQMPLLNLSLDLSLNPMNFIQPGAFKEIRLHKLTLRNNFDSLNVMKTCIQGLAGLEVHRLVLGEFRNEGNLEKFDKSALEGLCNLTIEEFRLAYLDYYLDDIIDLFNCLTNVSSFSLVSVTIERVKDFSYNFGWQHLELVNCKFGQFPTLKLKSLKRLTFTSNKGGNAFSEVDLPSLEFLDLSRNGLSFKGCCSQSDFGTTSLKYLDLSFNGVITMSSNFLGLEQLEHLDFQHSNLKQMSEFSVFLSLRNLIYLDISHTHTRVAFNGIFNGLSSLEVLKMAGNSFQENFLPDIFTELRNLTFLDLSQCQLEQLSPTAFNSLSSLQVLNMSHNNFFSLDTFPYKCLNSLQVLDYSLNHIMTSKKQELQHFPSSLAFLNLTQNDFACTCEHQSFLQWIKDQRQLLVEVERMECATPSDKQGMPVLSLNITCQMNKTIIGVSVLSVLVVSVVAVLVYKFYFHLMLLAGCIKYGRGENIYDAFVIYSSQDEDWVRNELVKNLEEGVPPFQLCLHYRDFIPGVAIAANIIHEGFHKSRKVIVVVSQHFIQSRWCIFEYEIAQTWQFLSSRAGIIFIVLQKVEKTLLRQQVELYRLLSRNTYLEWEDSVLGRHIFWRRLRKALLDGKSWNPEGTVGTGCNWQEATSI
Target sequence (Q99836 whole entry, looked up): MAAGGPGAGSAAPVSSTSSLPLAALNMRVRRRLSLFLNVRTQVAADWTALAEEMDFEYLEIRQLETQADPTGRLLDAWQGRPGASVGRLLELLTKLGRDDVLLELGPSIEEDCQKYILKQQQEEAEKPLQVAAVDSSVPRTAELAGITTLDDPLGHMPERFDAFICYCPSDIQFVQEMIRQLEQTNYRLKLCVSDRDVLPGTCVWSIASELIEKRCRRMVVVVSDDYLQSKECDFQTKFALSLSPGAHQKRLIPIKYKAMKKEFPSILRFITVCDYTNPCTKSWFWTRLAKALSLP
G6PDH CS = counter-screen for G6PDH assay hits: L. mesenteroides G6PDH inhibition; actives 0.12% (n = 200,000); inhibition, % at 5 µM; Purified L. mesenteroides G6PDH, diaphorase/resazurin coupled fluorescence, 45 min
L major viab = Leishmania major promastigote growth inhibition | Leishmania major promastigotes, resazurin fluorescence viability | inhibition, % at 10 µM | AID 1063 | actives 9% (n = 200,000);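 further: promastigotes grown with compound for 44 hours at 28 °C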
S1P3 antagonist = blocks the human S1P3 receptor. CHO S1P3 NFAT-BLA reporter, FRET fluorescence, antagonist mode. AID 485. actives 0.27% (n = 170,000). Q99500. inhibition, % at 4.98 µM;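 active means inhibition above the plate cutoff, the mean inhibition of test wells on that plate plus 3 SD, cut at about 28% in these data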;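 further: cells challenged with S1P at its EC80 of 0.8 µM; blue over green emission ratio from cleaved BLA substrate after 4 h stimulation; 0% = S1P-stimulated wells and 100% = unstimulated DMSO-only wells; some compounds past the cut are filed as inactive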
Diaphorase inh = counter-screen for diaphorase-based assays: diaphorase inhibitors and chemical oxidizers; actives 0.69% (n = 190,000); inhibition, % at 20 µM; diaphorase resazurin-to-resorufin fluorescence, NADH, 16 min; bacterial (C. kluyveri) enzyme, not human; AID 1217;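 active means primary screen inhibition at 20 µM above a set limit, cut at about 50% in these data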;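 further: plate controls were DMSO with full reaction for no effect and wells lacking NADH for full effect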
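controls = No-NADH positive control and DMSO neutral control | system = Clostridium kluyveri diaphorase enzyme | timing = reaction incubation of 16 min at room temperature | signal = resorufin fluorescence 544/590 nm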
Hsp70 act = switches on Hsp70 transcription | HeLa Hsp70 promoter luciferase reporter, luminescence; scaled: vehicle 0, proteasome-inhibitor control 100% | activation, % at 10 µM | actives 0.04% (n = 200,000);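 active means activation above the mean across all tested compounds plus 3 SD, cutoff set per campaign, cut at about 5.5% in these data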;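 further: 100% = MG132 at 30 µM as the positive control and 0% = DMSO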
PMI act hi M6P = PMI (human) activation, high substrate. P34949. coupled PMI enzyme assay, resazurin fluorescence, 20 min; active compounds read high; 1 = untreated enzyme, 0 = substrate-free blank. activation factor at 20 µM. actives 0.34% (n = 190,000). AID 1216;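 active means activation factor of 2 or more at 20 µM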
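Test system – human PMI in coupled enzyme assay · Timing – 20 min incubation at room temperature · Detection – Diaphorase-driven resazurin-to-resorufin fluorescence, excitation 544, emission 590 nm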
Redox H2O2 prof = compounds producing H2O2 with reducing agent – biochemical, NIH compound library profiling, artefact control for MLSCN library redox annotation, primary screen; DTT-dependent redox cycling H2O2, phenol red/HRP absorbance; 100% = 100 µM peroxide control, 0% = buffer; activation, % at 10 µM; actives 0.03% (n = 200,000); AID 878;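 active means activation of at least 50% relative to the plate's high and low controls in the primary single-dose screen; inactive means activation below 50%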;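 further: compound incubated with DTT at 0.8 mM final as the reducing agent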
Numbers without * were called inactive; . = no result given. Unless noted, no stated cut-off is given here; in the data, active means inhibition above about 50%; inactive means the rest.

item	molecule	PMI activator	RAM network inh	Diaphorase act	TLR4-MyD88 BLA	G6PDH CS	L major viab	S1P3 antagonist	Diaphorase inh	Hsp70 act	PMI act hi M6P	Redox H2O2 prof
1	CN(C)c1ccc(CNC23CN4CN(CN(C4)C2)C3)cc1	1	1.5	0.8	0	-6	-2	34	16	0.3	1	2.9
2	N=C(N)SCc1nc2ccccc2c(=O)n1-c1ccccc1Cl	0.9	1.8	0.9	2	5	26	.	7	0.1	1	-2.2
3	O=C(NCCCO)C(=O)NCc1ccccn1	1.1	0.0	1.1	-5	5	6	-23	-7	0.0	1.1	0.6
4	O=c1cc(O)c(-c2ccccc2Cl)c(Cl)[nH]1	1	1.8	0.8	-3	16	-7	.	19	-0.2	1	0.1
5	Nc1cccc2cnccc12	0.3	-0.5	0.5	-10	30	8	-19	54*	-0.2	0.3	3.9
6	O=[N+]([O-])c1ccc(/C=N/N=C/c2ccc([N+](=O)[O-])o2)o1	1.1	-0.3	0.6	22	46	100*	-17	35	-0.1	0.8	-0.7
7	Cc1ccc(S(=O)(=O)N/N=C2/CC(c3ccccc3)Oc3ccccc32)cc1 (stereo unspecified)	0.9	0.5	0.8	1	1	39	.	18	-0.1	1	2.3
8	CC(C)(C)N1CSC(=S)N(Cc2ccccc2)C1	0.9	-0.7	1	-18	1	91*	6	4	0.4	1	-0.2
9	CC(C(=O)N/N=C/c1ccc(N(C)C)c(Br)c1)N(c1ccccc1)S(C)(=O)=O (stereo unspecified)	1	0.8	0.9	11	5	13	.	15	-0.4	0.9	-3.4
10	Cc1ccc(C)c(N2C(=O)CC(N3CCN(Cc4ccc5c(c4)OCO5)CC3)C2=O)c1 (stereo unspecified)	1.1	0.6	1	-1	-1	87*	32	-4	-0.2	1	-0.4
11	CCOc1ccc(-n2c(SCC(=O)c3c(N)n(C)c(=O)n(C)c3=O)nnc2-c2cccnc2)cc1	1	9.1*	0.9	-2	0	48	-13	7	0.1	1.1	.
12	O=C(NC1CCCCC1)C(=S)N1CCCC1	1	2.5	0.5	-1	9	-4	-5	47	-0.2	1	0.3
13	Cc1ccc(C2CC(=O)C(C=NCCN3CCN(CC(=O)Nc4cc(C)cc(C)c4)CC3)=C(O)C2)cc1 (stereo unspecified)	1	1.4	0.9	3	18	-4	10	11	0.3	1	0.3
14	CCCCCC/C(C)=C1/SC(=S)NC1=O	0.8	2.3	0.7	-11	0	-9	.	31	-0.2	0.9	-3.3
15	CC(=O)Nc1ccc(/C=N/Nc2nc3ccccc3[nH]2)cc1	0.8	0.9	0.9	2	-24	100*	-9	14	-0.2	0.8	0.4
16	N#Cc1ccc(/C=C/C(=O)c2ccc3c(c2)OCO3)cc1	1	2.7	0.9	16	-5	40	1	9	-0.1	0.9	-0.2
17	CCCCNC(=O)C1CCCNC1=O (stereo unspecified)	1.1	-0.1	1	3	5	-7	.	-5	-0.6	1.1	0.1
18	COC(=O)C(O)(CC(=O)Nc1ccc(C)c(F)c1)C(F)(F)F (stereo unspecified)	1.1	1.1	0.9	0	2	1	.	7	-0.2	1	0.1
19	C=CCOc1ccccc1/C=c1\sc2nc(-c3oc4ccccc4c3C)nn2c1=O	.	.	.	-16	.	-3	4	.	-0.1	.	1.0
20	Cc1cc(C)c2c(n1)nn1c(C)c(CCC(=O)NCc3ccco3)c(C)nc21	0.9	-0.3	0.6	-2	-16	0	-7	37	0.2	1	0.1
21	Cc1ccc(C)c(N2CCN(C(=O)c3ccc(Cn4c(=O)[nH]c5ccccc5c4=O)cc3)CC2)c1	0.9	5.8	0.8	8	0	98*	22	23	-0.6	0.9	1.6
22	CC(=O)Nc1ccc(Nc2ncc([N+](=O)[O-])c(Nc3ccc(NC(C)=O)cc3)n2)cc1	1.1	1.7	0.8	3	0	-6	.	20	0.1	0.9	-3.2
23	COc1ccc(-c2nnc(SCC(=O)NC(C)C)n2CC2CCCO2)cc1OC (stereo unspecified)	1.1	1.1	1.2	4	13	-7	.	-22	-0.2	1.2	-2.8
24	O=S(=O)(N1CCOCC1)n1c(Cc2ccccc2)nc2ccccc21	0.8	0.9	0.9	4	7	17	5	10	-0.2	0.9	2.5
25	CC(=C\C(=O)O)/C(=C/c1ccccc1)C(=O)O	0.9	-0.6	0.9	-5	7	-5	.	9	-0.3	0.9	-7.4

The list continues.
item	molecule	PMI activator	RAM network inh	Diaphorase act	TLR4-MyD88 BLA	G6PDH CS	L major viab	S1P3 antagonist	Diaphorase inh	Hsp70 act	PMI act hi M6P	Redox H2O2 prof
26	CCOC(=O)CN1NC2(CCCC(C)C2)NC1=S (stereo unspecified)	1.2	0.1	0.9	-5	2	-5	.	6	-0.3	1.3	-0.2
27	COc1cc(NC(=S)Nc2cccnc2)cc(OC)c1OC	0.8	1.4	1	-10	4	3	.	4	-0.1	0.9	-4.8
28	Cc1ccc(S(=O)(=O)N(C)C)cc1NC(=S)NC(=O)C12CC3CC(CC(C3)C1)C2	0.8	2.1	0.9	-23	-8	-5	-4	14	-0.2	0.9	-0.4
29	Cc1cccc(NC(=S)NCCSc2ccc(Cl)cc2)c1	0.9	8.6*	0.7	-3	2	16	-10	27	0.1	0.9	0.0
30	COc1ccc(Cl)cc1NC(=S)NCc1ccc(S(N)(=O)=O)cc1	1	1.7	1	-6	3	0	-7	4	-0.6	1.1	-0.4
31	COc1cc(-n2c(C)nc3cc(C(=O)NCCN4CCOCC4)ccc32)cc(OC)c1OC	1.1	1.4	1	-10	11	-2	.	3	-0.3	1	-0.5
32	O=C(Nc1ncc(Cc2ccc(Cl)cc2Cl)s1)c1ccc([N+](=O)[O-])cc1	1	3.2	0.9	-1	-2	53*	-6	8	-0.3	0.9	0.2
33	COc1ccc(OC(C)C(=O)Nc2ccc(F)cc2F)cc1 (stereo unspecified)	0.9	0.1	0.9	-19	12	2	-8	8	-0.2	0.9	-0.3
34	CCC(C)(C)n1nnnc1C(c1ccc2ncccc2c1)N1CCN(Cc2ccc3c(c2)OCO3)CC1 (stereo unspecified)	1	0.9	0.9	15	2	99*	-14	9	-0.2	1	-2.8
35	O=S(=O)(Nc1ccc(-c2csc(-c3ccccc3)n2)cc1)c1ccc(F)cc1	0.8	5.9	0.7	4	-23	5	.	26	0.1	0.7	2.8
36	CCOc1ccc(NC(=O)CSC2=C(C#N)C(c3ccc4c(c3)OCO4)CC(=O)N2)cc1 (stereo unspecified)	0.8	4.5	0.8	8	16	18	.	20	-0.3	0.8	-1.0
37	N#CCC1c2ccccc2CCN1C(=O)Nc1cccc(C(F)(F)F)c1 (stereo unspecified)	0.9	2.7	0.9	-5	2	9	.	11	0.0	0.9	-8.8
38	CC(C)(C)NS(=O)(=O)c1ccc(CCC(=O)NCc2ccc3c(c2)OCO3)cc1	1	2.3	1	-10	17	-1	.	0	-0.3	0.9	-0.5
39	COc1ccc(NC(=O)N(Cc2cccs2)Cc2cc3cc4c(cc3[nH]c2=O)OCO4)cc1	0.9	6.5	0.7	-9	-4	-1	-15	30	-0.3	0.8	0.2
40	O=C(CSc1ccc(Cl)cc1)N/N=C/c1cccnc1	1	0.0	0.9	5	4	4	-20	6	-0.3	0.9	0.3
41	CC(=O)N1CCN(C(=O)CCc2nnc(CCCCc3ccccc3)o2)CC1	1	1.0	1	-1	2	-20	-2	1	-0.3	1	0.6
42	CC(Sc1nnc2ccccn12)C(=O)Nc1ccc2c(c1)OCO2 (stereo unspecified)	1.1	0.0	1	-1	0	6	-5	-2	-0.3	1	-2.0
43	Cn1c2c(c(=O)[nH]c1=O)C(c1ccc(O)cc1)C1=C(N2)c2ccccc2C1=O (stereo unspecified)	1.7	2.0	0.9	-2	9	13	-33	13	0.5	1.7	3.7
44	COC(=O)c1onc(C(=O)c2ccccc2)c1C(=O)OC	0.9	1.3	0.9	-3	0	-14	4	14	-0.2	0.9	2.2
45	CC12CCC(C(=O)N3CCN(C(=O)C45CCC(C)(C(=O)O4)C5(C)C)CC3)(OC1=O)C2(C)C	.	.	.	-7	.	-7	-17	.	-0.4	.	3.2
46	Fc1ccc(/C=N/N2CCOCC2)c(F)c1	0.9	-0.6	0.9	-3	9	-6	14	10	0.3	0.9	-2.4
47	CCCOc1cccc(C(=O)O)c1	0.9	-1.0	1	6	2	-4	-4	2	-0.5	0.9	-2.4

One compound at a time, as listed above.
Listed for COc1cc(NC(=S)Nc2cccnc2)cc(OC)c1OC : PMI activator: 0.8; RAM network inh: 1.4; Diaphorase act: 1; TLR4-MyD88 BLA: -10; G6PDH CS: 4; L major viab: 3; S1P3 antagonist: .; Diaphorase inh: 4; Hsp70 act: -0.1; PMI act hi M6P: 0.9; Redox H2O2 prof: -4.8
Listed for CC(=O)N1CCN(C(=O)CCc2nnc(CCCCc3ccccc3)o2)CC1 : PMI activator: 1; RAM network inh: 1.0; Diaphorase act: 1; TLR4-MyD88 BLA: -1; G6PDH CS: 2; L major viab: -20; S1P3 antagonist: -2; Diaphorase inh: 1; Hsp70 act: -0.3; PMI act hi M6P: 1; Redox H2O2 prof: 0.6

Screens: PubChem, several laboratories

Compounds were not picked by outcome; 12% or so of the library scored in one or more.
